Screens from PubChem BioAssay.
Efflux pump mplx – antifungal efflux pump inhibition, Nile Red retention; S. cerevisiae Candida pump triplex; inhibition, % at 10 µM; hit rate 0.44% among 330,000; AID 485275;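 active means plate passing quality check with inhibition over a set limit, or well fluorescence over plate mean plus 4 SD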;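 further: Nile Red retained in pooled yeast measured as flow cytometry median fluorescence; 0% = buffer negative control and 100% = Enniatin B positive control; higher means more Nile Red kept so more efflux inhibition; some compounds called inactive have numbers as strong as hits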
GLD-1 RNA inh – GLD-1-TGE RNA interaction inhibition (C. elegans) | inhibition, % at 5.96 µM | purified GLD-1 + fluorescein TGE RNA, fluorescence polarization | hit rate 0.44% among 320,000 | Q17339;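 active means percent inhibition above a per-plate cutoff, the plate mean of test compounds plus 3 SD, cut at about 30% in these data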;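 further: 0% = DMSO wells with GLD-1 and probe and 100% = wells lacking GLD-1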
Target sequence (Q17339 whole entry, looked up): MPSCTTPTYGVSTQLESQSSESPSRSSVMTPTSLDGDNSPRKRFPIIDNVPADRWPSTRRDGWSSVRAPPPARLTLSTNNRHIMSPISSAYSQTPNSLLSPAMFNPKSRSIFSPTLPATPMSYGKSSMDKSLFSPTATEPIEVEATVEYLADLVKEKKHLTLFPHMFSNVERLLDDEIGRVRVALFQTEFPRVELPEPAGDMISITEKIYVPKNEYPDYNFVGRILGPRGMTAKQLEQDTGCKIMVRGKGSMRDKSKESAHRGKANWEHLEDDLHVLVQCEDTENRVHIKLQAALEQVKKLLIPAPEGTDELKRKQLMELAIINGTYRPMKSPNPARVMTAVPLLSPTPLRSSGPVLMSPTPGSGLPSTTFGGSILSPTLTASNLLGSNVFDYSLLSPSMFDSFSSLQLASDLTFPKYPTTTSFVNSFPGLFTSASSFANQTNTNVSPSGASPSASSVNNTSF
Yeast superoxide – lowers age-related superoxide in aged yeast cells; S. cerevisiae aged cells, superoxide DHE fluorescence; stronger effect = lower value; hit rate 0.18% among 330,000; AID 2690; superoxide response (% of plate mean), % at 10 µM;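 active means superoxide response under a set limit, about three screen SD below normal, cut at about 65% in these data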;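 further: yeast aged for seven days with compound at 30 °C before DHE staining; 100% = average MFI of all compound-treated wells on the plate with controls excluded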
Numbers without * were called inactive. An excerpt. The share of hits here may be higher or lower than overall.

SMILES	Efflux pump mplx	GLD-1 RNA inh	Yeast superoxide
O=C(COC(=O)c1ccco1)Nc1cc(S(=O)(=O)N2CCOCC2)ccc1Cl	0.1	-2.3	120.5
O=C(Cn1nc(C(=O)O)c2ccccc2c1=O)Nc1cccc(S(=O)(=O)N2CCCCC2)c1	0.6	0.6	99.4
COc1ccc(NC(=O)C2=CC=CN3CCS(=O)(=O)N=C23)c(OC)c1	-0.1	4.9	82.8
COc1ccc(S(=O)(=O)N(C)C[C@H]2Oc3ccc(NS(=O)(=O)c4cccs4)cc3CC(=O)N([C@H](C)CO)C[C@H]2C)cc1	0.2	-2.9	94.5
COc1ccc(S(=O)(=O)Nc2ccc3c(c2)C(=O)N([C@H](C)CO)C[C@H](C)[C@@H](CN(C)C(=O)Nc2ccc(C(F)(F)F)cc2)O3)cc1	0.2	1.7	101.8
CC(C)(C)OC(=O)C[C@H]1C/C=C\C[C@H](CC(=O)N(CCO)Cc2ccccc2)C(=O)N[C@@H](Cc2ccccc2)COC1=O	-0.1	-0.9	80.8
COc1cccc(/C=C/C(=O)OCC(=O)NCCCc2ccccc2)c1OC	-0.1	5.7	112.1
O=C(c1cc(-c2ccncc2)nc2ccccc12)N1CCN(Cc2ccccc2)CC1	0.2	-1.1	87.9
Cc1ccc(CNC(=O)[C@]2(C)CCC[C@@]3(C)C4CC[C@@]5(C)C[C@]4(CCC32)CC5=O)cc1 (stereo partly drawn)	0.4	-0.7	106.8
NC(=O)c1cc(NC(=O)COC(=O)CCCN2C(=O)c3cccc4cccc(c34)C2=O)cc(C(N)=O)c1	-0.1	-0.5	83.1
CC(C)(C)OC(=O)C[C@@H]1C/C=C\C[C@@H](CC(=O)N[C@@H](CO)Cc2ccccc2)C(=O)N2CCC[C@H]2COC1=O	0.1	-0.9	91.6
CN(C)CCCNC(=O)c1ccc(-c2cc(O)c3ncccc3c2)cc1	0.2	2.7	109.6
CC(C)c1cccc(-c2ccc3c(c2)S(=O)(=O)c2cccc(C(=O)NCc4ccccc4)c2C3=O)c1	0.0	1.5	89.0
C[C@H](CO)N1C[C@H](C)[C@@H](CN(C)C)Oc2c(NC(=O)CCCCCC(=O)Nc3ccccc3N)cccc2C1=O	0.0	5.7	95.6
COC(=O)C1=C(C)N(Cc2ccccc2)C(=NCCc2cccnc2)N[C@H]1c1ccc(Br)cc1	0.2	5.8	89.0
COC(=O)c1ccc(CNC(=O)COC(=O)c2cccs2)cc1	0.1	0.2	113.0
N#Cc1ccsc1NC(=O)COC(=O)CCS(=O)(=O)c1ccccc1	-0.1	-7.3	103.0
O=C(COC(=O)c1cnccn1)NC1CCCc2ccccc21 (stereo not drawn)	0.0	0.2	78.8
CS(=O)(=O)c1ccccc1-c1csc(N2CCC(C(N)=O)CC2)n1	0.2	2.4	93.5
CCC(CO)Oc1cc(NC(=O)c2ccccc2N)c2ncn(C(C)C)c2c1 (stereo not drawn)	-0.4	1.1	108.8
CC1(C)C(=O)Nc2ccccc2N1C(=O)COC(=O)c1cccnc1Cl	-0.1	0.6	90.0
CCc1ccc(C(=O)NNC(=O)[C@H](C)NC(=O)c2ccco2)cc1	0.2	4.8	110.4
Cc1cc(NC(=O)CN2C(=O)NC(C)(CC(C)C)C2=O)no1 (stereo not drawn)	0.0	6.1	88.8
C=CCC[C@@H](Cc1ccc(F)cc1)C(=O)OC[C@@H](Cc1c[nH]c2ccccc12)NC(=O)[C@@H](CC=C)CC(=O)NCCO	0.5	2.7	99.4
CCOc1ccccc1C(=O)NCC(=O)OCC(=O)N1CCCC1	-0.1	1.0	111.1
COc1ccc(NC(=O)COc2ccc3c(c2)CCC3)cc1S(N)(=O)=O	-0.1	-2.6	85.5
CN1CCN(c2oc(-c3ccccc3)nc2S(=O)(=O)c2ccccc2)CC1	-0.3	4.4	102.0
C=CCOc1ccc(C=NNc2ccc(S(=O)(=O)Nc3ccccc3C(=O)O)cc2[N+](=O)[O-])cc1OC	0.5	10.9	98.8
O=C(COC(=O)c1ccc[n+]([O-])c1)Nc1ccc([N+](=O)[O-])cc1C(F)(F)F	0.0	0.2	106.8
CCn1nc(C(=O)NCCc2ccc3c(c2)OCCO3)c2ccccc2c1=O	-0.1	3.6	122.6
CC(C(=O)OCC(=O)NC1CCCC1)N1C(=O)c2ccccc2C1=O (stereo not drawn)	0.0	-5.7	85.6
O=C1NC(Cc2ccccc2)c2nc3ccc(F)cc3c(=O)n2-c2cc(Cl)ccc21 (stereo not drawn)	-0.1	1.4	96.1
CCN(C(=O)CSc1cccc[n+]1[O-])c1ccccc1	-0.1	1.7	93.7
O=C(COC(=O)c1n[nH]c2ccccc12)Nc1ccccc1F	-0.3	-3.4	106.7
O=C(COC(=O)c1ccc2c(c1)OCO2)NC1CCCCC1	-0.1	-2.9	104.8
c1ccc(-c2sc3ccccc3c2-c2ccc(OCCN3CCCC3)cc2)cc1	-0.3	-1.2	82.4
C=CCC[C@H](Cc1ccc(F)cc1)C(=O)OC[C@@H](Cc1c[nH]c2ccccc12)NC(=O)[C@H](CC=C)CC(=O)NCCO	0.3	7.3	102.0
CCOC(=O)[C@@H]1[C@H]2COc3cc(OC)ccc3[C@H]2N2C(=O)N(c3cccc(F)c3)C(=O)[C@]12C	-0.4	5.7	95.5
COc1ccc(C(C)=O)cc1COC(=O)CNC(=O)C1CCCCC1	0.1	-2.7	89.2
Cc1ccc(S(=O)(=O)N2CCC[C@H]2C(=O)NCc2ccccc2Cl)cc1	-0.1	7.5	106.0

5 entries drawn at random from the list so far:
SMILES	Efflux pump mplx	GLD-1 RNA inh	Yeast superoxide
Cc1cc(NC(=O)CN2C(=O)NC(C)(CC(C)C)C2=O)no1 (stereo not drawn)	0.0	6.1	88.8
Cc1ccc(S(=O)(=O)N2CCC[C@H]2C(=O)NCc2ccccc2Cl)cc1	-0.1	7.5	106.0
CC(C(=O)OCC(=O)NC1CCCC1)N1C(=O)c2ccccc2C1=O (stereo not drawn)	0.0	-5.7	85.6
C=CCOc1ccc(C=NNc2ccc(S(=O)(=O)Nc3ccccc3C(=O)O)cc2[N+](=O)[O-])cc1OC	0.5	10.9	98.8
C=CCC[C@H](Cc1ccc(F)cc1)C(=O)OC[C@@H](Cc1c[nH]c2ccccc12)NC(=O)[C@H](CC=C)CC(=O)NCCO	0.3	7.3	102.0

Additional structures:
SMILES	Efflux pump mplx	GLD-1 RNA inh	Yeast superoxide
Cc1c(NC(=O)COC(=O)c2ccc(Cl)nc2)c(=O)n(-c2ccccc2)n1C	0.1	0.9	108.0
NS(=O)(=O)c1ccc(CCNC(=O)COC(=O)CCc2c[nH]c3ccccc23)cc1	0.2	2.5	110.4
CCN(CC)CCNc1oc(-c2ccccc2)nc1S(=O)(=O)c1ccccc1	-0.1	0.9	102.0
CC(C)(C)OC(=O)C[C@H]1C/C=C\C[C@@H](CC(=O)NCCO)C(=O)N[C@H](Cc2ccccc2)COC1=O	0.7	3.1	105.2
O=C1CC/C=C\C[C@@H](CC(=O)N(CCO)Cc2ccccc2)C(=O)N[C@H](Cc2ccccc2)CO1	-0.3	0.2	90.3
C[C@@H]1COC(=O)CCC/C=C\C[C@@H](CC(=O)N(CCO)Cc2ccccc2)C(=O)N1	-0.5	1.7	102.6
COc1cc2c(C#CCO)c(-c3ccc(C#N)cc3)oc(=O)c2cc1OC	-0.1	2.6	86.0
CC(=O)c1cc2c(cc1NC(=O)C1CN(C(C)=O)c3ccccc3O1)OCO2 (stereo not drawn)	0.5	1.2	116.7
CC(Sc1nnnn1C)C(=O)NC1CCCC1 (stereo not drawn)	-0.2	-1.5	108.5
O=C(CCNS(=O)(=O)c1ccc(F)c(Cl)c1)NCc1ccccc1F	-0.4	-0.5	82.3
CCN(C[C@H]1N[C@@](CC)(C(=O)OC)[C@H]2C(=O)N(C)C(=O)[C@@H]12)S(=O)(=O)c1ccc(OC)cc1	0.1	3.6	106.6
CC1CN(C(=O)COC(=O)/C=C/c2cccc([N+](=O)[O-])c2)CC(C)O1 (stereo not drawn)	0.1	0.3	87.7
O=C(COC(=O)Cc1c(F)cccc1Cl)NC(=O)Nc1ccccc1F	0.1	-1.5	108.0
CC1CCCCC1NC(=O)COC(=O)c1ccc2c(c1)NC(=O)CS2 (stereo not drawn)	0.1	13.4	91.9
COc1ccc(C(=O)NCC(=O)OCC(=O)NC2CCCCCC2)cc1OC	-0.2	2.4	89.0
COc1ccc(NC(=O)CCCOc2ccc(Cl)c(C)c2)cc1S(=O)(=O)N1CCOCC1	-0.2	-0.2	94.3
CCCNCC(=O)Nc1cccc(S(=O)(=O)NC2=NCCCCC2)c1	0.1	-0.4	122.3
CC(=O)Nc1ccc(C(=O)CN2C(=O)NC3(CCCc4ccccc43)C2=O)c(F)c1 (stereo not drawn)	-0.1	3.1	107.9
O=C1CN(C(=O)COC(=O)[C@@H]2CCCN2S(=O)(=O)c2ccc(Cl)cc2)c2ccccc2N1	0.3	5.3	90.8
C[C@H](CO)N1C[C@H](C)[C@@H](CN(C)Cc2ccc(-c3ccccc3)cc2)Oc2c(NS(=O)(=O)c3ccc(F)cc3)cccc2C1=O	0.0	1.8	103.5
Cc1cc(C(=O)Nc2cccc3c2O[C@@H](CN(C)S(C)(=O)=O)[C@H](C)CN([C@@H](C)CO)C3=O)n(C)n1	0.1	1.3	114.5
O=C(Nc1nnc(C2CC2)s1)c1cncc(Br)c1	0.0	2.2	103.6
CN(C)S(=O)(=O)c1cccc(C(=O)Nc2ccccc2C(=O)NC2CC2)c1	0.0	-0.4	88.3
CN(CC(=O)Nc1ccccc1C(=O)Nc1ccccc1)C1CCCCC1	-0.3	-4.2	106.2
CC(Sc1cccc[n+]1[O-])C(=O)Nc1cc(Cl)c(Cl)cc1Cl (stereo not drawn)	-0.1	-2.9	89.4
O=C(NC(=S)NC12CC3CC(CC(C3)C1)C2)c1ccc(F)cc1	-0.1	2.4	96.0
Cc1cc(=O)[nH]c(SCC(=O)Nc2ccc(N3CCCCC3)cc2)n1	0.2	1.4	101.5
COc1ccc(CN2C(=O)C(C)Nc3ncnc(N4CCN(c5ccccn5)CC4)c32)cc1 (stereo not drawn)	-0.4	3.5	100.5
CC(C)(C)OC(=O)C[C@@H]1C/C=C\C[C@@H](CC(=O)N(CCO)Cc2ccccc2)C(=O)N[C@H](C(C)(C)C)COC1=O	0.0	10.3	103.9
O=C(CSc1n[nH]c(=O)[nH]c1=O)Nc1ccc(SC(F)F)cc1	-0.1	-3.5	92.6
O=C(c1cnn(C(=O)c2ccco2)c1)c1cc(Cl)cc(Cl)c1O	0.2	8.2	121.1
O=C(COC(=O)c1cc(S(=O)(=O)Nc2ccccc2Cl)ccc1O)Nc1ccc(F)c(F)c1F	0.1	-5.0	125.3
c1ccc(CNc2c(-c3cccc(SC4CCCCC4)c3)nc3ccccn23)cc1	0.1	3.0	92.5
COc1ccc(Cl)cc1S(=O)(=O)N1CCN(C(=O)c2n[nH]c(=O)c3ccccc23)CC1	0.1	5.5	111.2
Cc1ccc(S(=O)(=O)N2CCC[C@H]2C(=O)OCC(=O)Nc2ccc3c(c2)OCO3)cc1	0.4	-3.0	97.3
COc1ccc(Br)cc1/C=C(\C(=O)O)c1ccc(S(=O)(=O)N2CCCC2)s1	0.1	-2.6	95.8
COc1cccc(C(=O)OCC(=O)Nc2ccc3c(c2)OCCO3)c1	-0.2	6.0	93.7
CC(C)(C)OC(=O)C[C@H]1C/C=C\C[C@@H](CC(=O)N(CCO)Cc2ccccc2)C(=O)NC[C@H](c2ccccc2)OC1=O	-0.1	5.0	88.5
O=C(CN1C(=O)NC2(CCCCCC2)C1=O)NCc1ccc(F)cc1	-0.2	2.6	77.9
C[C@]12CC[C@H](O)CC1=CCC1C2CC[C@@]2(C)C1CC[C@@H]2NC(=O)[C@@H](N)Cc1ccccc1 (stereo partly drawn)	0.1	8.1	106.1
O=C(CCN1C(=O)C2CC=CCC2C1=O)OCC(=O)c1ccc(F)cc1 (stereo not drawn)	-0.2	1.8	97.7
CN(C(=O)CN1C(=O)NC2(CCc3ccccc32)C1=O)C1CCCCC1 (stereo not drawn)	-0.1	6.0	93.5
CCC[C@@H](CN1CCC[C@H]1CN1C(N)=NC[C@H]1CC(C)C)N1C[C@@H](Cc2ccccc2)N(CCCC2CCCC2)C1=N	0.3	-2.8	119.6
O=C(CCc1ccc(S(=O)(=O)N2CCOCC2)cc1)OCC(=O)c1ccccc1F	-0.2	1.8	80.4
CCN1C(=O)[C@@H]2[C@@H](c3ccc(-c4ccc(Cl)c(Cl)c4)cc3)N3CCC[C@@]3(C(=O)OC)[C@@H]2C1=O	0.5	-12.3	109.7
CCc1ccc(NC(=O)C(C)OC(=O)/C=C/c2ccc(O)c(OC)c2)cc1 (stereo not drawn)	0.5	3.9	89.7
COc1ccc(NS(=O)(=O)c2cccc(C(=O)O)c2)cc1S(=O)(=O)N1CCCCC1	-0.3	0.1	111.8
O=C(C[C@@H]1C/C=C\C[C@@H](Cc2ccc(F)cc2)C(=O)OC[C@@H](Cc2c[nH]c3ccccc23)NC1=O)NCCO	-0.1	2.8	92.5
CSCC[C@H](NC(=O)c1cccc(S(=O)(=O)N2CCCCC2)c1)c1nc2ccccc2[nH]1	0.3	6.4	93.5
CCOC(=O)[C@H]1[C@H]2COc3ccc(C)cc3[C@@H]2N2C(=O)c3ccc(Cl)cc3NC(=O)[C@@]12C	0.1	4.1	107.2
CC(C)(C)OC(=O)C[C@@H]1C/C=C\C[C@@H](CC(=O)N(CCO)Cc2ccccc2)C(=O)N[C@@H](c2ccccc2)COC1=O	0.6	5.5	120.7
C[C@H](CO)N1C[C@H](C)[C@@H](CN(C)S(=O)(=O)c2cccs2)Oc2ccc(NC(=O)c3ccncc3)cc2C1=O	-0.5	-2.5	94.0
